All columns: NCI-60 one-dose screen, growth in % after 48 h at 10 µM unless noted; 100 = growth as untreated, 0 = no growth, -100 = all killed.
DU-145 – DU-145 prostate cancer. actives 4.2% (n = 81,000). AID 1794760
HCC-2998 – HCC-2998 colon cancer | AID 1794799 | actives 4.7% (n = 79,000)
HT29 – HT29 colon cancer. actives 7.4% (n = 81,000)
PC-3 – PC-3 prostate cancer cells | actives 3.9% (n = 80,000) | AID 1794754
SF-539 – SF-539 CNS cancer. actives 6.8% (n = 81,000). AID 1794752
KM12 – KM12 colon cancer cells | actives 5% (n = 82,000) | AID 1794800
SNB-75 – SNB-75 CNS cancer | actives 5% (n = 79,000)
SW-620 – SW-620 colon cancer; actives 5.2% (n = 82,000)
SNB-19 – SNB-19 CNS cancer cells. actives 2.5% (n = 81,000)
An asterisk follows results filed as active; . = not tested or not shown; & = joins results of further samples. How the source made its calls: active means growth percent below 10; inactive means the rest.

Sample of the layout, 13 compounds:
SMILES	DU-145	HCC-2998	HT29	PC-3	SF-539	KM12	SNB-75	SW-620	SNB-19
CN(C)S(=O)(=O)c1ccc(S(=O)(=O)Nc2cccc(Cl)c2N2CCCCC2)cc1	89	94	92	60	94	94	64	97	85
Nc1c(-c2ccc3c(c2)OCCO3)oc2ccccc2c1=O	99	120	94	101	97	99	93	101	94
Nc1nc(N)c(N=Nc2ccc(S(N)(=O)=O)cc2)c(=O)[nH]1	117	109	108	105	100	110	95	102	100
Cc1ccc(OC(=O)c2ccc(N)cc2O)cc1	101	93	95	89	93	101	93	100	90
CCc1cccc(C(C)(C)C)c1NC(=S)/N=C/C(C(=O)c1ccccc1)=C(\O)c1ccccc1	112	104	94	92	92	101	83	116	102
CC1(c2ccccc2)NC(=O)N(NC(=O)CSc2nc(-c3cccs3)nc3ccccc23)C1=O (centres undefined)	106	98	108	91	95	103	96	109	92
COc1cc2c(c(OC)c1OC)C(=O)CC(c1cccc(C(=O)Nc3cccnc3)c1)O2 (centres undefined)	111	113	105	94	103	98	94	103	88
CCOC(=O)/C(C#N)=C1/SC=C(N)N1c1ccccc1	112	83	.	97	94	82	108	102	112
O=C(Nc1ccncc1)C(=O)c1cn(S(=O)(=O)c2cccc(Cl)c2F)c2ccccc12	97	66	50	76	83	63	81	60	83
Cc1cn([C@H]2C=C[C@@H](CO)O2)c(=O)[nH]c1=O	122	116	107	104	115	112	101	108	112
S=C1NCSCN1	110	102	114	103	107	105	102	101	106
O=C1CC(NCCO)C(=O)NN1 (centres undefined)	111	115	107	96	98	110	88	96	94
NC(=O)OCC(COC(N)=O)c1ccccc1	109	112	97	94	108	98	85	105	106

The list itself, previewed entries included:
SMILES	DU-145	HCC-2998	HT29	PC-3	SF-539	KM12	SNB-75	SW-620	SNB-19
CN(C)S(=O)(=O)c1ccc(S(=O)(=O)Nc2cccc(Cl)c2N2CCCCC2)cc1	89	94	92	60	94	94	64	97	85
Nc1c(-c2ccc3c(c2)OCCO3)oc2ccccc2c1=O	99	120	94	101	97	99	93	101	94
Nc1nc(N)c(N=Nc2ccc(S(N)(=O)=O)cc2)c(=O)[nH]1	117	109	108	105	100	110	95	102	100
Cc1ccc(OC(=O)c2ccc(N)cc2O)cc1	101	93	95	89	93	101	93	100	90
CCc1cccc(C(C)(C)C)c1NC(=S)/N=C/C(C(=O)c1ccccc1)=C(\O)c1ccccc1	112	104	94	92	92	101	83	116	102
CC1(c2ccccc2)NC(=O)N(NC(=O)CSc2nc(-c3cccs3)nc3ccccc23)C1=O (centres undefined)	106	98	108	91	95	103	96	109	92
COc1cc2c(c(OC)c1OC)C(=O)CC(c1cccc(C(=O)Nc3cccnc3)c1)O2 (centres undefined)	111	113	105	94	103	98	94	103	88
CCOC(=O)/C(C#N)=C1/SC=C(N)N1c1ccccc1	112	83	.	97	94	82	108	102	112
O=C(Nc1ccncc1)C(=O)c1cn(S(=O)(=O)c2cccc(Cl)c2F)c2ccccc12	97	66	50	76	83	63	81	60	83
Cc1cn([C@H]2C=C[C@@H](CO)O2)c(=O)[nH]c1=O	122	116	107	104	115	112	101	108	112
S=C1NCSCN1	110	102	114	103	107	105	102	101	106
O=C1CC(NCCO)C(=O)NN1 (centres undefined)	111	115	107	96	98	110	88	96	94
NC(=O)OCC(COC(N)=O)c1ccccc1	109	112	97	94	108	98	85	105	106
CC(C)Sc1nc(Oc2ccc(/C=C3/SC(=O)NC3=O)cc2)c(C#N)c(-c2ccc(F)cc2)n1	95	97	106	68	107	84	89	102	92
CCOC(=O)Nc1cccc(Cl)c1	105	116	104	101	92	93	96	101	101
N=C(N)c1ccc(-c2ccc(-c3ccco3)o2)nc1	110	101	102	85	95	.	62	96	88
O=C1c2sccc2-c2cccc3cccc1c23	97	108	84	95	102	105	95	86	87
Nc1nc(-c2ccc(Cl)nc2)nn1-c1nc2ccccc2s1	82	107	107	80	92	107	70	67	85
COc1ccc2oc(=O)cc(Cn3nnc(C(=O)O)c3C)c2c1	108	105	93	88	101	98	100	99	90
O=C(Nc1cccc(N=Cc2ccccc2O)c1)c1ccccc1	106	105	104	96	99	107	78	104	97
Cc1nn(-c2ccccc2)c2nc(C)n(/N=C/c3c[nH]c4ccccc34)c(=O)c12	94	110	95	83	97	96	67	96	95
COc1ccc(/C=C\c2cc(OC)c(OC)c(OC)c2)cc1OCCCCOc1cc(-c2nc3ccccc3s2)ccc1OC	82	92	51	.	98	97	.	96	77
COc1ccc(/C(=N\O)c2cc(OC)c(OC)c(OC)c2)c(OC)c1N	15	36	4.3*	21	-35*	12	-8.6*	23	33
COc1cc(CO)cc2cc3ccccc3nc12	106	106	103	104	102	102	75	102	97
COc1ccc(-c2cc(-c3cccnc3)nc(SCC(=O)Nc3ccc(C)cc3)c2C#N)cc1OC	102	99	.	106	94	101	89	107	104
Other results:
SMILES	DU-145	HCC-2998	HT29	PC-3	SF-539	KM12	SNB-75	SW-620	SNB-19
Cc1ccc(C(=O)N/N=C/c2ccc(N(C)C)cc2)cn1	117	90	107	100	97	83	95	102	95
CC1(C)OC2C(CO[Si](C)(C)C(C)(C)C)OC(n3c(I)c(C#C[Si](C)(C)C)c(=O)[nH]c3=O)C2O1 (centres undefined)	107	-51*	-33*	91	105	107	-71*	-43*	105
Clc1ccc(C=Nc2ccc3c(c2)Cc2ccccc2-3)cc1	101	100	104	103	100	101	89	99	104
Nc1n[nH]c2ccc([C@@H]3Nc4c(F)cc5[nH]ncc5c4[C@H]4C5CCC(C5)[C@@H]34)cc12 (some centres undefined)	3.6*	28	12	23	-39*	10	7.8*	22	28
O=C1NC(=O)C(=O)N1	123	103	97	94	111	113	.	.	97
O=C(Nc1cccc(-c2cc(=O)c3ccccc3o2)c1)c1ccccc1	96	103	87	80	95	95	103	91	94
COC1OC(C)(C(OC)OC)CCC1C (centres undefined)	115	115	111	100	105	110	88	99	98
COc1cc2c(cc1OCCCCC(=O)Nc1ccc(-c3nc4ccccc4s3)cc1)N=C[C@@H]1CCCN1C2=O	3.1*	-62*	-9.1*	-4.9*	-47*	-59*	-68*	-17*	14
COc1cc(OC)cc(C(=O)C[n+]2ccc(/C=C/c3ccncc3)cc2)c1	94	101	103	94	93	100	74	99	95
O=C(CCl)N1CCN(C/C=C/c2ccccc2)CC1	110	125	79	89	104	112	93	90	95
O=C1C2=C(Nc3cc([N+](=O)[O-])ccc3N2)OC1c1c2ccccc2cc2ccccc12 (centres undefined)	75	73	51	20	59	17	52	22	40
CNCC(=O)Nc1cccc(Cl)c1C	114	111	106	103	116	110	105	107	104
CNC(=O)c1cc(Oc2ccc(NC(=O)Nc3ccc(Cl)c(OC(C)C)c3)c(F)c2)ccn1	77	67	42	32	67	24	75	68	66
COC(=O)CCCC1CCC(CCCC(=O)OC)CC1 (centres undefined)	112	108	97	89	104	105	96	104	107
c1ccc(-c2nc3nonc3nc2-c2ccccc2)cc1	68	95	83	46	79	74	65	82	78
CCOC(=O)c1sc2nc(-c3ccc(OC)cc3)nc(N3CCOCC3)c2c1C	102	103	92	.	94	103	90	106	87
COc1cc2ccc(C(C)=O)c(O)c2cc1OC	101	116	99	97	94	100	83	102	97
O=C(O)c1ccc(=O)oc1	128	120	115	96	115	110	100	119	109
O=C(O)c1cn(C2CC2)c2cc(N3CCN(C(=O)Nc4nc(-c5ccc(Cl)cc5)cs4)CC3)c(F)cc2c1=O	11	31	5.1*	-3.0*	15	9.0*	9.4*	20	24
CCC1=C(C)C(=O)C2CCCCC2C1=O (centres undefined)	114	121	95	103	105	101	85	106	104
Cc1ccc(S(=O)(=O)NNC(=O)/C(=C\c2ccc(F)cc2)c2nc3ccccc3s2)cc1	98	102	103	81	103	96	52	94	91
S=c1nc2c(c(-c3ccccc3)c(-c3ccccc3)n2C2CCCCC2)c2n1CCN2	107	111	107	90	104	101	85	97	100
COc1ccc(CN(N=O)c2ccc(C(=O)O)cc2)cc1	113	101	106	114	97	105	89	106	102
CC(C)c1ccc(Nc2ccc3c(OCCCN4CCN(C)CC4)cccc3n2)cc1	76	65	-50*	63	74	39	69	4.7*	64
O=C1Nc2ccccc2/C1=N/N=C/c1ccsc1	111	108	112	107	103	102	88	98	95
(list continues)
SMILES	DU-145	HCC-2998	HT29	PC-3	SF-539	KM12	SNB-75	SW-620	SNB-19
CC(=O)N1C(=O)C2(NCC(C)N2)c2ccccc21 (centres undefined)	109	107	103	94	102	110	92	110	97
Cn1ncc2c(N)nc(Oc3ccccc3-c3ccccc3)nc21	73	62	15	58	26	24	9.0*	25	34
CN(C)c1ccc(NC(=O)[C@@H]2CCC(=O)N2C)cc1	106	104	80	88	101	105	87	98	103
NCC(=O)c1cccc2ccc[n+]([O-])c12	110	98	99	95	91	105	78	97	97
CCCC(C#N)(C1=CCCCC1)c1ccccc1 (centres undefined)	120	104	88	95	95	115	99	96	103
O=C(Cn1nc(-c2ccccc2)ccc1=O)N/N=C/c1ccc(N2CCCCC2)cc1	112	114	109	85	100	101	104	99	91
CC(=O)OC1=C(C)CC(C)(C)CC1=O	108	90	96	90	101	100	98	102	103
CC(C)(C)OC(=O)N1CCC[C@]2(C)[C@H]3CC=C4[C@H]5[C@@H](O)C(C)(C)CC[C@]5(CO)CC[C@@]4(C)[C@]3(C)CC[C@H]2C1(C)C	39	56	27	27	72	50	51	45	72
CN(C)CCN1CCCC(CC2(C(F)(F)F)N=N2)C1 (centres undefined)	102	110	107	98	97	97	96	99	94
CCC(=O)c1ccc(O)cc1	103&119&110	99&110	88&110&109	107&95&104	110&100&103	102&106&107	101&95&107	106&105&115	101&103&119
O=C1C(OCCOc2ccccc2)=C(OCCOc2ccccc2)C(=O)c2ccccc21	57	.	107	44	95	58	69	45	58
CC[N+](CC)(CCCOc1ccc(OCCC[N+](CC)(CC)Cc2ccc([N+](=O)[O-])cc2)cc1)Cc1ccc([N+](=O)[O-])cc1	110	98	102	99	109	103	100	101	96
CCOC(=O)C(N=Nc1nn[nH]n1)C(C)=O (centres undefined)	127	100	113	113	99	112	99	103	111
COC(=O)[C@H](O)[C@@H](N)Cc1ccccc1	114	107	112	102	103	101	.	112	96
CSc1nc2[nH]c(=O)[nH]c(=S)c2[nH]1	113	104	95	96	99	103	96	107	98
CCN(CC)CCCCCCNc1cc(C)cc2ccc(C)nc12	98	80	65	82	79	98	88	104	100
CN(C)C(C)(CO)CO	110	101	98	105	100	96	87	99	98
CCCCCCC/C(=N\N=C(N)N)c1ccc(O)cc1	53	-77*	3.6*	25	63	49	82	49	37
O=C1NC(Cc2c[nH]c3ccccc23)C(=O)N1Cc1ccc(Cl)cc1 (centres undefined)	116	131	105	90	106	99	90	98	103
Cc1cc(C)c2c(c1)CC(C)(C)C(=O)OC2=O	112	95	.	102	102	103	105	108	103
CC1(NCc2ccc(Cl)cc2)COP(=O)(NCc2ccccc2)OC1 (centres undefined)	112	107	.	95	.	104	94	101	95
O=C1c2ccccc2-c2cn(Cc3ccccc3)c3cccc(c23)C1c1ccccc1 (centres undefined)	101	100	78	80	101	89	76	95	99
CCN(CC)CCOC(=O)Nc1ccccc1	105	96	108	91	102	107	88	103	106
CCOC(=O)c1cnn(-c2nc(-c3ccc(F)cc3)c(C#N)c(N3CCOCC3)n2)c1N	102	111	92	95	97	105	82	104	95
O=C(O)c1ccc(NC(=O)c2ccc(Nc3ccnc(C(F)(F)F)c3)cc2)cc1	106	103	109	99	104	93	99	105	100
(list continues)
SMILES	DU-145	HCC-2998	HT29	PC-3	SF-539	KM12	SNB-75	SW-620	SNB-19
O=C(CCN1CCCC1)c1ccc([N+](=O)[O-])cc1	104	95	101	100	94	105	84	105	116
CCCC(O)C(F)(F)Cl (centres undefined)	103	109	100	92	102	104	89	107	103
COc1ccc(-c2oncc2-c2cc(OC)c3c(c2)OCO3)cc1	34	56	6.6*	40	-16*	31	-9.5*	16	46
COC1CC(=O)C2OC(c3ccccc3)OCC2O1 (centres undefined)	108	100	106	104	90	100	98	107	92
O=C(CSc1nnc(Nc2ccccc2)s1)NCCc1ccc(F)cc1	105	99	105	.	96	111	119	103	100
Cc1ccc(Cl)cc1NC(=O)OCCCl	108	109	100	91	95	111	91	100	109
COc1ccc(/C=C/C(=O)NCCOC(C)=O)cc1	102	96	95	84	97	101	87	99	111
O=C(OCc1ccccc1Cl)OCc1ccccc1Cl	104	104	107	98	99	101	88	105	101
CCCCCCCCCCCl	109	113	101	101	104	107	80	101	105
O=C(Nc1ccccc1)Nc1ccc2cc3ccc(NC(=O)Nc4ccccc4)cc3nc2c1	39	-29*	4.8*	52	-56*	39	-0.3*	-63*	-27*
COc1ccc(C(=O)C(C(c2ccccc2)N2CCOCC2)N2CCOCC2)cc1 (centres undefined)	111	108	97	86	100	105	97	95	92
COC(=O)[C@@]1(CCSC)N[C@H](c2ccc(C)s2)[C@@H]2C(=O)N(c3ccc(Cl)cc3)C(=O)[C@@H]21	111	99	97	87	102	103	90	98	101
C=C[C@@]1(C)CC(=O)[C@@]2(O)[C@](C)(O1)[C@@H](OC(C)=O)[C@@H](O)C1C(C)(C)CC[C@H](O)[C@@]12C (some centres undefined)	93	76	100	96	66	20	27	90	103
COc1ccc(C2N(C)c3ccccc3N2C)cc1	108	114	107	101	104	104	91	104	109
COC(=O)c1ccc(N=NN(C)C)cc1	124	104	106	99	107	110	108	105	97
COc1ccc(/C=C2/SC(N3CCN(c4ccccc4)CC3)=NC2=O)c(OC)c1OC	109	93	102	73	95	99	.	95	96
O=C(O)c1ccc(S(=O)(=O)N/N=C/c2c[nH]c3ccccc23)cc1	110	.	101	100	97	96	.	97	106

Assay outcomes as filed in PubChem BioAssay.
